# Source: PubChem BioAssay (several laboratories)
# BoNT F protease: BoNT F light chain protease inhibition; 0.22% of 360,000 active; Multiplex microsphere protease cleavage assay, flow cytometry; inhibition, % at 10 µM; in the data active = inhibition above about 35%, passing the limit was not always enough; inconclusive = no clear call, values can overlap the other calls; also: plate controls were buffer without enzyme for full effect and enzyme alone for no effect
# CCHFV vOTU inh: blocks the CCHF virus ovarian tumor domain protease; 0.55% of 370,000 active; inhibition, % at 11.5 µM; CCHFV vOTU protease, Pep-AMC fluorescence; in the data active = inhibition above about 30%; also: 0% = vehicle wells with enzyme and 100% = no enzyme wells
# VHR inh abs: inhibitors of human VHR1 phosphatase (DUSP3). P51452. recombinant VHR phosphatase, pNPP absorbance. inhibition, % at 13.3 µM. 0.52% of 290,000 active. AID 1654; in the data active = inhibition above about 50%; also: some compounds called inactive have numbers as strong as hits
# Target sequence (P51452 whole entry, looked up): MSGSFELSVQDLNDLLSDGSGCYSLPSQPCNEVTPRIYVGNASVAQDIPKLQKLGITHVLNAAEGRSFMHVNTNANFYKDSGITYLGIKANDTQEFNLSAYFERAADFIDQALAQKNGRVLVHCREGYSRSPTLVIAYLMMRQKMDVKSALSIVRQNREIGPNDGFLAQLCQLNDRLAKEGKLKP
# Rv3671c protease: inhibits the M. tuberculosis serine protease Rv3671c. AID 2606. inhibition, % at 5.96 µM. 0.048% of 320,000 active. P9WHR9; in the data active = inhibition above about 38%;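 also: extracellular domain of Rv3671c used as enzyme; 0% = enzyme with DMSO and 100% = no enzyme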
# Target sequence (P9WHR9 whole entry, looked up, the tested form may be a part): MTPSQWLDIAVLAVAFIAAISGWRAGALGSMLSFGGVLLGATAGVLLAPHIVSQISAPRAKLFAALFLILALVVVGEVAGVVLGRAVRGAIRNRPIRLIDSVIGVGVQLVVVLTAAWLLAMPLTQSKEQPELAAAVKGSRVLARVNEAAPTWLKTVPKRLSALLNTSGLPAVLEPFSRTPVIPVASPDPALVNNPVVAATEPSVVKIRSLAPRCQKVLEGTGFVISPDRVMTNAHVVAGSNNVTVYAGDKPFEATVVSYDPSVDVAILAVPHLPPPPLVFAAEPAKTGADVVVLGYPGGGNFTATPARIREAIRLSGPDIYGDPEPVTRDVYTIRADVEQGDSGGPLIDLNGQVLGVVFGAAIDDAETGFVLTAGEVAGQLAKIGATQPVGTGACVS
# Anthrax LF inh2: blocks Bacillus anthracis lethal factor protease; P15917; multiplex microsphere protease cleavage assay, LF; inhibition, % at 10 µM; 0.12% of 360,000 active; also: plate controls were buffer without enzyme for full effect and enzyme alone for no effect
# PrPC TRFRET: reduces human prion protein on the cell surface. P04156. cell surface PrPC, TR-FRET read-out. inhibition, % at 13.8 µM. 0.43% of 370,000 active; in the data active = inhibition above about 24%; also: 0% = median of the test wells and 100% = reference compound wells
# SSB-PriA inh: K. pneumoniae PriA-SSBct interaction inhibition | inhibition, % at 33 µM | 0.6% of 430,000 active | AlphaScreen SSBct-PriA binding, biotinylated peptide; in the data active = inhibition mostly above about 37%, no sharp cut-off; inactive = mostly below about 20%;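 also: plate controls were negative control peptide for no effect and reference peptide for full effect; strong numbers were not always called active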
# 3CLpro inhibitor: SARS-CoV 3CLpro protease inhibition; 0.14% of 290,000 active; inhibition, % at 6 µM; recombinant SARS-CoV 3CLpro, quenched FRET peptide cleavage; P0C6X7; in the data active = inhibition above about 12%
# BoNT A protease: inhibitors of Botulinum neurotoxin A light chain protease. 0.17% of 360,000 active. multiplex microsphere protease substrate cleavage, flow cytometry. inhibition, % at 10 µM. AID 588499; also: plate controls were buffer without enzyme for full effect and enzyme alone for no effect
# MazF activator: activators of E. coli MazEF toxin-antitoxin RNase; FAM/BHQ RNA-DNA oligo cleavage fluorescence, 5 h; P0AE70; 0.32% of 350,000 active; activation, % at 20 µM; in the data active = activation above about 50%
# Target sequence (P0AE70 whole entry, looked up): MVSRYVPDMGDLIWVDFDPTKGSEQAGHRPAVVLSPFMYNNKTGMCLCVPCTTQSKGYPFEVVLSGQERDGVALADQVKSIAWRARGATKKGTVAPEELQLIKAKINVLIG
# The depositor's hits bear a star; ? = inconclusive; . = no result given. Rule as the data show it, unless noted: active = inhibition above about 30%; inconclusive = no clear call, values can overlap the other calls; inactive = below that. Not all compounds are listed; the hit share may differ from the screen's.
SMILES,BoNT F protease,CCHFV vOTU inh,VHR inh abs,Rv3671c protease,Anthrax LF inh2,PrPC TRFRET,SSB-PriA inh,3CLpro inhibitor,BoNT A protease,MazF activator
O=C(c1ccccc1)N1CCN(Cc2ccccc2)CC1,2.2,3.6,22.0,11.9,0.9,8.1,-9.7,0.1,1.0,3.1
Nc1nnc(SCc2ccc(F)cc2)n1-c1ccccc1,-6.6,2.5,20.4,1.6,1.0,-0.6,-5.6,-2.2,-7.7,-5.0
CCN(Cc1nc2ccccc2c(=O)[nH]1)C(=O)c1cc(C2CC2)nn1-c1ccccc1,-1.4,0.8,.,-5.4,-1.4,1.1,3.2,.,-0.4,-5.3
Cc1ccc(-n2c(C)c(C)c3c(N)ncnc32)cc1,0.7,-11.4,2.2,-12.8,1.3,2.5,10.4,-10.7,0.7,-15.9
CCC(=O)c1ccc(N2CCN(C(=O)c3ccccc3)CC2)c(F)c1,-1.9,-5.3,15.1,-6.3,0.4,2.9,2.5,-0.7,-0.6,-8.0
O=C(c1oc2ccccc2c1N1CCCCC1)N1CCCCC1,-3.4,3.0,12.1,-8.3,-1.3,-4.4,-16.5,-2.4,-1.5,-3.0
N#Cc1cccc(NC(=O)COC(=O)Cn2nc(-c3ccccc3)oc2=O)c1,2.8,-15.4,.,-4.4,5.2,-1.8,1.7,.,1.7,-4.9
CN(C)S(=O)(=O)c1ccc(S(=O)(=O)N2CCCC(C(=O)NC3CC3)C2)cc1 (centres undefined),2.7,7.2,47.4,4.6,0.0,-2.3,-15.2,3.9,-2.2,-2.7
COc1ccc(N2CC(C)(C)[C@H](CC(=O)Nc3ccc(Br)cc3)C2=O)cc1,0.7,-5.9,.,.,-3.4,-2.3,.,.,-0.1,2.8
O=C(C1CCCO1)N(Cc1ccccc1)c1ccccc1 (centres undefined),-0.7,-4.8,-18.5,4.0,-5.9,-1.0,-18.4,-0.3,?,-1.9
CCc1ccc(N2CC(C(=O)Nc3ccc(S(=O)(=O)NCC4CCCO4)cc3)CC2=O)cc1 (centres undefined),-3.3,-5.6,25.9,-5.5,1.0,10.1,-6.3,2.9,0.3,-1.7
CCCCN(C/C=C/c1ccccc1OC)Cc1ccccc1,?,-9.0,39.6,-0.3,-7.5,5.3,-24.5,-1.4,-0.9,-4.0
CCOC(=O)Cn1nnc(-c2ccccc2)n1,?,11.9,4.4,-5.0,1.1,0.9,11.0,1.3,0.6,-6.0
COC(=O)CSc1nc(N)c(C#N)c(CC(C)C)c1C#N,9.0,16.1,-11.3,-4.7,1.4,7.6,-2.3,2.7,0.3,-3.5
CCNC(=O)C(Sc1ccccc1)c1ccccc1 (centres undefined),9.3,-3.9,11.8,2.7,4.0,0.3,-8.8,4.0,0.0,-1.2
CCN(CC(=O)Nc1c(F)cccc1F)C(=O)CCN1C(=O)c2cccc([N+](=O)[O-])c2C1=O,-5.7,-5.3,.,-1.4,0.7,-10.3,-0.3,.,-2.4,-2.3
COc1ccc(NC(=O)C/C(C)=N/NC(=O)C(=O)NC(C)C)c(OC)c1,-4.3,6.1,4.3,-0.9,-4.2,9.5,.,1.6,-0.4,4.7
CCCn1c(N)c(C(=O)CSc2nnc(-c3ccoc3C)n2C)c(=O)n(C)c1=O,4.6,-5.5,.,-2.8,-1.8,-5.5,-9.6,.,-0.3,-2.1
COc1ccc(COC(=O)N/C=C/c2ccco2)cc1,-6.1,0.3,1.6,-6.6,-8.8,-0.2,-12.8,-1.5,-0.8,17.4
CCOC(=O)CN(C(=O)CSc1nnc(-c2cccc(OC)c2)o1)c1ccc(F)cc1,-3.5,1.9,-13.2,-1.9,-0.7,4.1,-2.0,-0.9,0.3,-18.3
Cc1ccc(SCC(=O)Nc2ccc(S(=O)(=O)Nc3ncccn3)cc2)cc1,-4.1,-4.6,17.4,-5.2,-3.3,0.4,-1.7,-2.2,-1.6,1.2
Cc1cccc(CNc2ncnc3ccc(-c4cccnc4)cc23)c1,2.0,-8.6,.,-4.4,-0.2,-1.3,-2.7,.,-0.4,2.6
Cc1cccc(NC2=NC(=S)N(c3ccc(C(=O)O)cc3)C23CCCCC3)c1,-13.4,7.5,13.2,1.9,-4.8,-3.5,-3.5,7.4,-0.8,-10.8
Cc1cc(C)n(Cc2nc3ccccc3n2C)n1,?,27.3,-5.8,-2.3,4.4,4.9,-4.3,-1.1,1.6,2.3
CCCCN1C(=S)NC[C@@H]1c1ccccc1,10.7,33.3*,-4.1,8.5,-10.6,9.5,-1.7,3.9,0.4,-0.1
CC(C)CN(CC(C)C)S(=O)(=O)N1CCC(C(=O)NCCc2ccc(Cl)cc2)CC1,0.7,4.2,18.8,-0.5,2.5,1.6,-4.0,2.0,1.1,2.7
Cc1ccc(NC(=O)CSc2nc(NS(=O)(=O)c3ccc(C)cc3)cc(=O)[nH]2)cc1,3.7,9.5,-33.1,-18.2,-1.5,1.3,-6.1,0.5,?,-0.8
COc1c(C)cc(C(=O)C2CCCN(C(=O)c3cccc(-n4cccn4)c3)C2)cc1C (centres undefined),-3.2,-7.0,-16.8,-4.1,-9.3,-3.0,-7.2,3.1,-0.4,10.3
CC1Cc2cc(/C(O)=C3/C(=O)C(=O)N(CCCn4ccnc4)C3c3cccnc3)ccc2O1 (centres undefined),-5.0,2.5,-24.6,-8.4,-4.3,2.6,.,-1.0,-2.9,-2.7
Cc1ccc(C(=O)c2c3ccc(C(F)(F)F)cc3[n+]([O-])n2CCCC(N)=O)cc1,-2.7,-1.1,.,9.2,1.9,5.9,-0.9,.,-0.1,-4.2
CSc1ccc(-c2nnn(CC(=O)NCc3ccccc3)n2)cc1,-41.1,26.2,-12.0,-0.3,-0.3,13.2,-1.8,6.0,-1.1,-9.2
Cc1ccc(S(=O)(=O)N(C)CCCC(=O)N2CCN(C=O)CC2)cc1,3.3,-5.4,10.8,5.8,-2.3,6.1,0.6,3.7,?,4.4
CN(CC(=O)NCC(=O)Nc1ccc(F)cc1)C1CCS(=O)(=O)C1 (centres undefined),-1.8,5.9,.,-8.9,-6.6,-9.1,-4.7,.,-1.1,5.7
C[C@]12CCC3C(CCC4=C/C(=N/OCC(=O)NC(CCC(N)=O)C(=O)O)CC[C@@]43C)C1CCC2O (some centres undefined),0.9,-5.7,-10.0,-1.7,-10.8,0.0,.,-4.0,0.4,3.1
CC(C)CNc1cc(Cl)c(S(=O)(=O)NCC(C)C)cc1C(=O)O,-4.2,18.4,26.7,-3.1,0.7,0.7,-10.5,-3.8,0.0,-1.2
Cc1cc(Cl)c(S(=O)(=O)NCc2ccncc2)cc1OCC(N)=O,-15.9,3.6,-8.3,-2.2,-0.7,7.4,3.6,7.5,0.4,6.7
CCCCCn1c(=O)[nH]c2cc(C(=O)NCc3ccccn3)ccc2c1=O,-4.3,10.7,16.0,4.5,1.3,1.2,-7.5,1.3,-0.8,5.8
COc1cccc(C(=O)Nc2cccc3ccccc23)c1OC,2.0,1.4,-20.3,-2.7,10.4,4.7,-1.7,1.5,-4.8,0.9
CCOc1cc(Br)c(C(=O)O)cc1OCC,1.1,-19.3,6.3,2.8,-5.4,0.0,-10.2,-4.0,-0.8,6.3
Cc1ccc(NC(=O)CSc2nccn2C)cc1S(=O)(=O)N1CCOCC1,-5.3,-5.3,-2.7,1.3,0.8,2.5,2.8,0.1,-0.3,-8.7
COc1cccc(C(=O)Nc2cccc(C(C)=O)c2)c1,-3.0,-1.8,33.1,-9.3,-2.3,0.6,-4.0,6.5,-0.2,0.2
CC(C)Cn1c(=O)c2c(nc3n2CCS3)n(C)c1=O,?,-2.7,4.9,-2.5,0.3,8.2,-14.1,0.0,-0.3,-2.9
CCNc1nc(NC(C)(C)C)nc(N2CCCCC2)n1,3.8,1.6,21.5,-7.6,-0.2,16.3,1.6,-1.5,-0.3,-4.4
COc1cc(C(=O)OCC(=O)NC(=O)NCc2ccccc2)ccc1OC(F)F,8.0,-6.1,.,3.9,-1.3,-0.3,0.2,.,2.3,4.8
Cc1noc(/C=C/c2cccnc2)c1[N+](=O)[O-],7.4,22.8,20.1,4.8,10.8,-41.2,-7.1,-4.8,-5.5,3.6
COc1ccc(/C=N/NC(=O)c2cc(Br)ccc2O)cc1Cn1cc(Cl)cn1,-7.3,20.8,-7.0,14.5,-3.6,-1.3,.,1.9,-0.3,-3.3
CN1CCOC1c1ccc(C2OCCN2C)cc1 (centres undefined),-2.2,10.9,.,.,6.4,-1.3,-5.3,.,-0.2,12.6
Cc1nnc(NC(=O)C2CCN(S(=O)(=O)c3cc([N+](=O)[O-])ccc3Cl)CC2)o1,1.4,15.1,.,-2.4,-0.4,-29.8,-9.8,.,0.1,1.5
CCOC(=O)[C@H]1[C@H]2COc3ccccc3[C@@H]2N2C(=O)c3cc(F)c(F)cc3NC(=O)[C@@]12C,-11.4,-12.1,.,-4.7,-4.0,4.5,-13.3,.,-0.2,0.9
O=[N+]([O-])c1ccc(N2CCOCC2)cc1NC(c1ccccc1)c1ccccc1,-15.4,16.7,5.1,-1.5,-0.6,2.3,2.6,-1.6,-1.2,-1.3
COc1ccc(OC)c(NC(=O)Cc2c(C(=O)O)n(C)c3ccccc23)c1,-3.1,-2.0,-13.7,4.5,14.9,15.2,-0.8,0.5,0.7,-4.1
CO/N=C/NC(=O)Cc1cn(-c2ncc(C(F)(F)F)cc2Cl)c2ccccc12,-11.5,15.1,-2.4,-7.1,-1.1,6.0,.,3.1,-0.3,-1.6

# 10 consecutive compounds from above, quoted:
SMILES,BoNT F protease,CCHFV vOTU inh,VHR inh abs,Rv3671c protease,Anthrax LF inh2,PrPC TRFRET,SSB-PriA inh,3CLpro inhibitor,BoNT A protease,MazF activator
CCOc1cc(Br)c(C(=O)O)cc1OCC,1.1,-19.3,6.3,2.8,-5.4,0.0,-10.2,-4.0,-0.8,6.3
Cc1ccc(NC(=O)CSc2nccn2C)cc1S(=O)(=O)N1CCOCC1,-5.3,-5.3,-2.7,1.3,0.8,2.5,2.8,0.1,-0.3,-8.7
COc1cccc(C(=O)Nc2cccc(C(C)=O)c2)c1,-3.0,-1.8,33.1,-9.3,-2.3,0.6,-4.0,6.5,-0.2,0.2
CC(C)Cn1c(=O)c2c(nc3n2CCS3)n(C)c1=O,?,-2.7,4.9,-2.5,0.3,8.2,-14.1,0.0,-0.3,-2.9
CCNc1nc(NC(C)(C)C)nc(N2CCCCC2)n1,3.8,1.6,21.5,-7.6,-0.2,16.3,1.6,-1.5,-0.3,-4.4
COc1cc(C(=O)OCC(=O)NC(=O)NCc2ccccc2)ccc1OC(F)F,8.0,-6.1,.,3.9,-1.3,-0.3,0.2,.,2.3,4.8
Cc1noc(/C=C/c2cccnc2)c1[N+](=O)[O-],7.4,22.8,20.1,4.8,10.8,-41.2,-7.1,-4.8,-5.5,3.6
COc1ccc(/C=N/NC(=O)c2cc(Br)ccc2O)cc1Cn1cc(Cl)cn1,-7.3,20.8,-7.0,14.5,-3.6,-1.3,.,1.9,-0.3,-3.3
CN1CCOC1c1ccc(C2OCCN2C)cc1 (centres undefined),-2.2,10.9,.,.,6.4,-1.3,-5.3,.,-0.2,12.6
Cc1nnc(NC(=O)C2CCN(S(=O)(=O)c3cc([N+](=O)[O-])ccc3Cl)CC2)o1,1.4,15.1,.,-2.4,-0.4,-29.8,-9.8,.,0.1,1.5
